GPR55 activation: GPR55 agonists via beta-arrestin recruitment, primary screen, imaging, U2OS cells, beta-arrestin-GFP redistribution (AID 1961); U2OS GPR55 beta-arrestin-GFP redistribution imaging; higher % means a stronger effect; activation, % at 10 µM, or EC50 in µM where a hit was titrated; hit rate 0.048% among 290,000;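 active = activation above 40% with more than 50 cells counted in the well; inconclusive = wells holding fewer than 50 cells, flagged as toxic or sparse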;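 also: U2OS osteosarcoma cells stably expressing GPR55 and beta-arrestin-GFP; plate controls were DMSO negative control for no effect and LPI positive control for full effect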
KOR beta-arrestin-1: kappa opioid receptor activators – cell-based, luminescence, uHTS, primary screen (AID 1777) | KOR beta-arrestin recruitment, luminescence; higher % means a stronger effect | activation, % at 10 µM; hits with a dose series show EC50 in µM | hit rate 0.02% among 280,000; in the data active = activation above about 50%, passing the limit was not always enough; also: a part of the inactive calls stands beside numbers as strong as those of hits
AID2073: disruptors of CaV2.2 binding to Mint1 – biochemical, HTRF (AID 2073); HTRF protein-protein interaction, Mint1-CaV2.2; higher % means a stronger effect; hit rate 0.19% among 290,000; inhibition, % at 20 µM, or IC50 in µM where a hit was titrated; in the data active = inhibition mostly above about 51%, no sharp cut-off; inconclusive = no clear call, values can overlap the other calls; inactive = mostly below about 53%; also: some results filed as inactive read as strong as hits
HIV fusion peptide: inhibitors of HIV fusion peptide binding, primary screen, biochemical, uHTS, fluorescence dequenching (AID 1986); hit rate 0.3% among 290,000; inhibition, % at 20 µM; hits with a dose series show IC50 in µM; cell-free peptide binding, fluorescence dequenching, 30 min; higher % means a stronger effect; in the data active = inhibition mostly above about 52%, no sharp cut-off; inactive = mostly below about 76%; also: some results filed as inactive read as strong as hits
NOD1 NF-kB reporter: inhibition of NOD1-driven NF-kB reporter – cell-based, luminescence, uHTS, primary screen (AID 1578); NOD1-driven NF-kB luciferase reporter cells, luminescence; higher % means a stronger effect; one-dose inhibition, % at 4 µM; EC50 in µM for titrated hits; hit rate 1% among 290,000; in the data active = inhibition mostly above about 36%, no sharp cut-off; inactive = mostly below about 34%;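 also: HEK-293T reporter cells stimulated with the NOD1 agonist gamma-tri-DAP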
SIAH1 antagonists: blockers of Siah-1 interaction with plectin peptide – biochemical, fluorescence polarization, rhodamine-plectin, uHTS, primary screen (AID 1817); Siah-1 / rhodamine-plectin peptide fluorescence polarization; higher % means a stronger effect; displacement, % at 20 µM, or IC50 in µM where a hit was titrated; hit rate 0.02% among 290,000;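 active = displacement of at least 50% at 20 µM, with a fluorescence ratio check between 0.3 and a set limit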;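 also: plate controls were Siah plus tracer with DMSO for no effect and tracer alone without Siah for full effect; strong numbers were not always called active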
KOR beta-arrestin-2: KOR antagonists, beta-arrestin recruitment, cell-based, luminescence, uHTS (AID 1778); inhibition, % at 10 µM, or IC50 in µM where a hit was titrated; hit rate 0.091% among 290,000; KOR beta-arrestin recruitment, luminescence, antagonist mode; higher % means a stronger effect; in the data active = inhibition above about 50%; also: strong numbers were not always called active
GPR35 antagonists: inhibition of zaprinast-stimulated GPR35 beta-arrestin translocation – imaging, U2OS, beta-arrestin-GFP, zaprinast agonist, primary screen (AID 2058). U2OS GPR35 beta-arrestin-GFP translocation imaging, zaprinast antagonism; higher % means a stronger effect. hit rate 0.052% among 290,000. inhibition, % at 10 µM; hits with a dose series show IC50 in µM;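 active = inhibition of at least 50% with at least 30 cells and total cytoplasm GFP at most 10,000,000; inconclusive = under 30 cells or total GFP of 10,000,000 plus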
GPR55 LPI antagonism: inhibition of LPI-stimulated GPR55 beta-arrestin translocation – imaging, U2OS, beta-arrestin-GFP, LPI agonist, primary screen (AID 2013). U2OS GPR55 beta-arrestin-GFP translocation imaging, LPI antagonism; higher % means a stronger effect. inhibition, % at 10 µM, or IC50 in µM where a hit was titrated. hit rate 0.13% among 290,000;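 active = spots per cell inhibited over 60%, with over 100 cells counted and total cytoplasm intensity under 500,000; inconclusive = wells with under 100 cells, flagged as likely toxic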;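 also: U2OS cells stably carrying GPR55 and arrestin-GFP stimulated by 5 µM LPI near EC80; imaged beta-arrestin-GFP aggregate spots per cell after agonist stimulation; plate controls were LPI-stimulated DMSO wells for no effect and DMSO wells without LPI for full effect; some results filed as inactive read as strong as hits; confirmed hits need IC50 under 10 µM and bright autofluorescent wells are also inconclusive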
Active calls of the source: *; ? = inconclusive; . = no result given; [ ] = remark or other dose. These rows are one share of the data; the hit share may differ from the screen's.

SMILES	GPR55 activation	KOR beta-arrestin-1	AID2073	HIV fusion peptide	NOD1 NF-kB reporter	SIAH1 antagonists	KOR beta-arrestin-2	GPR35 antagonists	GPR55 LPI antagonism
Cc1ccc(N(Cc2ccccc2)C(=O)c2cccc(F)c2)cc1	0.0%	-1.5%	4%	-0.9%	-33%	10%	41%	-3%	11%
O=C(NC1CCCCCCC1)c1cc([N+](=O)[O-])ccc1Cl	0.5%	-5.0%	3%	2.3%	-14%	2%	-7%[20 µM]	-7%	-11%
COc1ccc(CCNC(=S)NCc2ccc(Cl)c(Cl)c2)cc1OC	-0.1%	1.1%	1%	-1.0%	-14%	7%	-44%[20 µM]	-7%	8%
CCOc1ccc(C2C([N+](=O)[O-])=C(C)N(C)C(=O)N2C)cc1OC (configuration not stated)	-0.3%	-1.3%	-2%	-1.5%	-12%	-8%	9%	16%	1%
CCOc1ccc(C(=O)NC2CCN(C(=O)Nc3ccccc3OC)CC2)cc1	-0.4%	9.2%	-7%	-1.5%	.	-2%	-2%	-4%	-3%
CCN(CC)C1CCN(C(=O)CCc2nnc(CCCCc3ccccc3)o2)C1 (configuration not stated)	-0.1%	.	-17%	-2.4%	-11%	0%	-20%[20 µM]	14%	0%
O=C(O)CSC(=S)N1CCCC1	1.3%	2.7%	2%	-0.2%	-2%	0%	12%	22%	11%
Cn1c(CN2CCCCC2)nc2cc(NC(=O)c3ccc(F)cc3)ccc21	-1.0%	-2.0%	10%	3.6%	30%	0%	-22%	2%	12%
OC(COCCOc1ccc(Br)cc1)CN1CCCCC1 (configuration not stated)	-0.4%	11%	-6%	0.5%	47%	-4%	-2%	-7%	1%
Cn1nc(C(=O)NCCN2CCOCC2)c2ccccc2c1=O	-0.1%	-2.0%	-1%	-1.6%	0%	-2%	18%	8%	-5%
O=C(CN1CCC(O)(c2cccc(F)c2)CC1)NCCc1c[nH]c2ccccc12	-1.9%	-3.0%	0%	0.6%	-3%	12%	32%	7%	11%
O=C(Nc1nccs1)c1cc2c(s1)-c1ccccc1OC2	-0.1%	-4.2%	13%	-2.2%	-40%	4%	29%	3%	-6%
O=C(CSc1nnc(NC(=O)c2ccc(S(=O)(=O)N3CCOCC3)cc2)s1)Nc1ccccc1C(F)(F)F	0.2%	0.3%	12%	1.5%	-14%	8%	-5%	.	4%
CCCS(=O)(=O)N1CCCC(C(=O)NCCN2CCCCC2C)C1 (configuration not stated)	0.0%	5.0%	-6%	4.6%	-28%	7%	-11%	-3%	16%
CCOc1ccc(-c2nc(N)ncc2-c2ccccc2OC)c(O)c1	-0.3%	0.2%	0%	-3.7%	32%	-2%	31%	9%	1%
CCOc1cc(N2CCOCC2)c(OCC)cc1NC(=O)CN1C(=O)NC(C)(C2CC2)C1=O (configuration not stated)	-0.6%	-6.3%	-6%	-2.5%	-11%	2%	-3%	6%	11%
CC(=O)Nc1ccc(S(=O)(=O)NCC2CCC(C(=O)N3CC(C)CC(C)C3)CC2)cc1 (configuration not stated)	-0.3%	0.1%	14%	0.1%	-7%	-1%	4%	-22%	2%
CCN(CC)S(=O)(=O)c1ccc2oc(SCC(=O)NC3CC3)nc2c1	0.0%	-1.4%	-13%	0.6%	-22%	7%	13%	4%	19%
O=C(NCC(=O)N1CCCC1)c1ccc(Cl)cc1	-0.1%	-1.5%	8%	1.2%	-32%	-3%	-2%	-1%	-6%
Cc1nnc(SCC(=O)NNC(=O)c2ccco2)n1-c1cccc(Cl)c1	0.5%	2.7%	-14%	-0.8%	-30%	-1%	-26%	3%	13%
CC(=O)Nc1ccc2c(c1)ncn2-c1ccc(C)cc1	-0.1%	-2.6%	-11%	0.6%	-33%	0%	11%[20 µM]	-6%	-6%
COc1ccc2c(c1)c1c3n2CCN(C)C3=NCC1	-0.2%	-3.7%	21%	0.2%	-22%	0%	10%	-10%	5%
COc1ccc(C(=O)NC2CC3CCCC(C2)N3CC(C)C)cc1OC (configuration not stated)	0.3%	2.9%	10%	42%	-2%	-2%	-31%	-2%	20%
CCN(Cc1ccccc1)C(=O)c1cc2cc(OC)c(OC)cc2[nH]1	0.4%	-4.6%	21%	-1.5%	1%	3%	5%	5%	9%
COc1ccc(NC(=O)CSc2nnc(CC(=O)Nc3ccc(F)cc3)n2C)cc1	-0.1%	2.4%	-7%	1.7%	11%	0%	-22%	-10%	-6%
CCOC(=O)c1ccc(N=CC2=C(O)CC(C)(C)CC2=O)cc1	0.3%	-4.7%	2%	-1.5%	-4%	0%	4%	9%	-6%
COc1ccc(C(=O)Nc2c(N)nc(SCC(=O)N3CCCCCC3)[nH]c2=O)cc1OC	-0.5%	-2.0%	6%	-1.8%	-4%	-4%	33%	-9%	3%
O=C(CN1CCN(c2ccccc2)CC1)c1ccc2cc[nH]c2c1	-0.2%	-3.7%	6%	-1.1%	-2%	-2%	-8%	-4%	3%
COc1ccc(OC)c(NC(=O)C(CCSC)NS(=O)(=O)c2cccs2)c1 (configuration not stated)	-0.2%	2.3%	-8%	0.6%	28%	-1%	-31%	2%	-12%
COc1cc2c(C(=O)NCc3ccc(C)o3)cn(CC(C)C)c(=O)c2cc1OC	-0.1%	-4.5%	-10%	0.4%	3%	6%	27%	-20%	17%
CCCOC(=O)C1C2C=CC3(CN(c4ccc(Cl)c(F)c4)C(=O)C13)O2 (configuration not stated)	-0.3%	-2.9%	-3%	-1.5%	11%	4%	-14%	14%	-2%
CN1CCS/C1=C\C=C1/SC(=S)N(CC(=O)O)C1=O	0.3%	-6.2%	-6%	149%	-18%	1%	5%	-16%	-6%
COc1ccccc1OCCC(=O)OCC(=O)NCc1ccccc1	?	-2.6%	-5%	-2.6%	-29%	3%	26%	19%	-4%
CC(C)(C)n1nnnc1C(c1cccnc1)N(Cc1ccccc1)Cc1cccs1 (configuration not stated)	-0.1%	5.4%	5%	0.1%	-4%	-2%	-8%	0%	60%
COc1ccc(C2(C(=O)NC(C)C)CCCC2)cc1OC	-0.2%	3.6%	7%	-1.9%	7%	-6%	-54%	6%	9%
CCCNC(=S)N1CCN(Cc2ccc3c(c2)OCO3)CC1	0.1%	-4.5%	-6%	-1.7%	-23%	6%	2%[20 µM]	-10%	8%
Cn1ccnc1SCC(=O)NC12CC3CC(CC(C3)C1)C2	-0.2%	-1.9%	2%	0.0%	7%	-3%	-5%	16%	5%
CCc1nnc(NS(=O)(=O)c2ccc(NC(=S)NC(=O)c3ccc(OC)c(OC)c3)cc2)s1	0.6%	-0.1%	-8%	14%	-10%	13%	10%	8%	8%
CN(C(=O)c1ccc(=O)[nH]c1)C1(C(=O)NC2CCCCC2)CCCCC1	0.3%	4.2%	10%	1.4%	-23%	1%	-6%	-5%	12%
CCOc1cccc(OCCCOc2ccccc2)c1	-0.1%	-9.6%	-5%	1.6%	-2%	-1%	22%	19%	6%
CCCC(=O)Nc1ccc(Oc2ccc(NC(=O)CCC)cc2)cc1	0.2%	-7.1%	18%	2.0%	-43%	10%	-1%	-9%	0%
COc1ccc(OC)c(C(c2c(C)[nH][nH]c2=O)c2c(C)[nH][nH]c2=O)c1	0.0%	-2.1%	5%	0.9%	2%	-1%	-9%	2%	-4%
Cc1ccc(NC(=O)NCCN2CCN(C(=O)Nc3ccc(C)cc3)CC2)cc1	-0.1%	-2.4%	7%	-1.6%	-23%	5%	11%	-17%	10%
CCS(=O)(=O)Nc1ccc2c(c1)N(C(C)=O)c1ccccc1CC2	0.3%	5.6%	0%	0.0%	9%	1%	-20%	-9%	-4%
O=C(NCCCl)Nc1ccc(Cl)c([N+](=O)[O-])c1	-0.2%	-3.0%	10%	-0.3%	-10%	1%	18%	0%	-16%
Cc1ccc(N=C2C(=O)Nc3ccccc32)cc1C	0.2%	0.9%	0%	-0.7%	-32%	-4%	-65%[20 µM]	6%	6%
Cc1cc2ccccn2c1C(=O)c1ccc(Cl)c([N+](=O)[O-])c1	-0.7%	0.2%	16%	-0.1%	-4%	5%	-1%	-8%	11%
CCCCCCc1cc2cc(C(=O)NCc3ccccc3)c(=N)oc2cc1O	0.2%	1.5%	-4%	0.2%	4%	4%	3%	7%	2%
O=C(Nc1ccccc1[N+](=O)[O-])c1cc(S(=O)(=O)N2CCOCC2)cs1	-0.1%	5.0%	4%	-0.6%	-16%	-1%	-12%	-25%	9%
CCOc1ccc(NC(=O)CNC(=O)c2nn(-c3ccc(OC)c(OC)c3)c(=O)c3ccccc23)cc1	-0.2%	-4.1%	-48%	0.1%	44%	-1%	-28%	-14%	-4%
C/C(=N\NC(=O)c1nnn(-c2nonc2N)c1CN(C)c1ccccc1)c1ccccn1	-0.3%	2.0%	8%	-0.7%	.	-12%	40%	-15%	-10%
Cn1c(=O)cc(SCC(=O)N2CCOCC2)c2ccc(Cl)cc21	0.3%	-2.6%	21%	-0.6%	-18%	20%	-16%	-10%	-5%
c1ccc(Cc2nnc3sc(-c4ccncc4)nn23)cc1	-0.1%	-3.9%	-11%	-1.9%	2%	5%	14%	-5%	-6%
Cc1c(C(=O)OCC2CCCO2)[nH]c2c1C(=O)CC(c1ccc(N(C)C)cc1)C2 (configuration not stated)	0.2%	-0.5%	-13%	-0.8%	9%	3%	18%	-20%	-1%
Cc1ccc(C=Nc2ccccc2C#N)s1	0.2%	11%	4%	0.3%	-25%	13%	-14%	6%	-9%
CC1=C(C(=O)OCC2CCCO2)C(c2ccccc2Cl)NC(=O)N1 (configuration not stated)	1.6%	-0.8%	9%	-1.0%	-13%	9%	-11%	-22%	5%
CCc1ccc(OCC(=O)NC(=S)Nc2ccc(C(=O)O)cc2)cc1	0.2%	-0.8%	-6%	6.5%	-6%	3%	28%	3%	6%
CCCCCOC(=O)c1cc(=O)[nH]c2ccccc12	-0.2%	3.5%	-1%	-0.2%	-40%	2%	-24%	15%	-7%
Cn1ncc2c(NNC(=O)Cc3cccc4ccccc34)ncnc21	0.1%	8.4%	0%	0.2%	14%	8%	-27%	5%	0%
O=C(COC(=O)c1ccccc1N1C(=O)C2C3CCC(C3)C2C1=O)c1ccccc1 (configuration not stated)	-0.2%	-1.0%	14%	1.0%	-26%	-6%	-5%	0%	7%
C=CCNC(=O)C1CCN(S(C)(=O)=O)CC1	-0.3%	16%	-12%	1.0%	-29%	1%	4%	8%	8%
